CatB inh: human cathepsin B inhibitors, primary screen, biochemical, fluorogenic substrate | P07858 | purified cathepsin B, fluorescence | inhibition, %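 (tested at 10 µM)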 | actives 0.1% (n = 63,000) | AID 453, 2006; in the data active = inhibition above about 21%;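 note: 0% = enzyme with no compound and 100% = no enzyme blank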
CatS inh: inhibitors of human cathepsin S, biochemical, compound mixtures. inhibition, %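 (tested at 5 µM per compound within 10-compound mixtures)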. actives 0.06% (n = 62,000). recombinant cathepsin S, AMC dipeptide fluorescence, pooled mixtures. AID 501, 2006. P25774; in the data active = inhibition above about 32%, passing the limit was not always enough;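 note: 0% = enzyme without compound and 100% = blank without enzyme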
PKA inh: inhibitors of human PKA kinase activity, primary screen, biochemical, ATP-depletion luminescence, Kemptide substrate; cAMP-dependent protein kinase catalytic subunit alpha (Homo sapiens), P17612; PKA Kemptide phosphorylation, Kinase-Glo ATP luminescence; inhibition, % at 6 µM; actives 0.1% (n = 65,000); AID 524, 2006;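 active = inhibition above the screen-wide mean inhibition plus 3 SD, cut at about 21% in these data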; note: many of its hits are not listed in these tables
JNK3 inh: JNK3 kinase activity inhibitors, primary screen, biochemical, human, purified enzyme; AID 746, 2007; actives 0.61% (n = 60,000); HTS; inhibition, % at 8 µM; in the data active = inhibition above about 17%;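 note: 0% = DMSO and 100% = reference inhibitor; many of its hits are not listed in these tables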
AP ELISA ortho: alternative complement pathway inhibitors, primary screen, biochemical, ELISA, human serum, orthogonally pooled compounds. LPS-coated ELISA, C3 deposition; tested in compound mixtures. inhibition, % at 5 µM. actives 0.08% (n = 62,000). AID 1235, 2008;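 active = inhibition above 30% in each of the two pooled mixtures holding the compound, so the lower value exceeds 30%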;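 note: 0% = serum in Mg-EGTA without compound and 100% = EDTA serum blank; some compounds past the cut are filed as inactive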
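Assay system: human serum alternative complement pathway, C3 deposition on LPS-coated wells; Dosing: 5 µM per compound in ten-compound mixtures; Detection: Anti-C3 ELISA, OD 450 nm; Buffer or medium: Mg2+-EGTA GVB++ buffer containing human serum at 1:15 dilution; Timing: 1 h at 37 °C; Replication: two different pools per compound.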
Ec RNAP inh: E. coli RNAP inhibitors, biochemical; DNA-directed RNA polymerase subunit beta (Escherichia coli (strain K12)), P0A8V2; E. coli RNA polymerase, fluorescence transcription assay; inhibition, %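 (tested at 10 µM)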; actives 0.2% (n = 62,000); in the data active = inhibition above about 20%;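 note: 0% = enzyme without compound and 100% = no enzyme blank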
Target sequence (P0A8V2 whole entry, looked up): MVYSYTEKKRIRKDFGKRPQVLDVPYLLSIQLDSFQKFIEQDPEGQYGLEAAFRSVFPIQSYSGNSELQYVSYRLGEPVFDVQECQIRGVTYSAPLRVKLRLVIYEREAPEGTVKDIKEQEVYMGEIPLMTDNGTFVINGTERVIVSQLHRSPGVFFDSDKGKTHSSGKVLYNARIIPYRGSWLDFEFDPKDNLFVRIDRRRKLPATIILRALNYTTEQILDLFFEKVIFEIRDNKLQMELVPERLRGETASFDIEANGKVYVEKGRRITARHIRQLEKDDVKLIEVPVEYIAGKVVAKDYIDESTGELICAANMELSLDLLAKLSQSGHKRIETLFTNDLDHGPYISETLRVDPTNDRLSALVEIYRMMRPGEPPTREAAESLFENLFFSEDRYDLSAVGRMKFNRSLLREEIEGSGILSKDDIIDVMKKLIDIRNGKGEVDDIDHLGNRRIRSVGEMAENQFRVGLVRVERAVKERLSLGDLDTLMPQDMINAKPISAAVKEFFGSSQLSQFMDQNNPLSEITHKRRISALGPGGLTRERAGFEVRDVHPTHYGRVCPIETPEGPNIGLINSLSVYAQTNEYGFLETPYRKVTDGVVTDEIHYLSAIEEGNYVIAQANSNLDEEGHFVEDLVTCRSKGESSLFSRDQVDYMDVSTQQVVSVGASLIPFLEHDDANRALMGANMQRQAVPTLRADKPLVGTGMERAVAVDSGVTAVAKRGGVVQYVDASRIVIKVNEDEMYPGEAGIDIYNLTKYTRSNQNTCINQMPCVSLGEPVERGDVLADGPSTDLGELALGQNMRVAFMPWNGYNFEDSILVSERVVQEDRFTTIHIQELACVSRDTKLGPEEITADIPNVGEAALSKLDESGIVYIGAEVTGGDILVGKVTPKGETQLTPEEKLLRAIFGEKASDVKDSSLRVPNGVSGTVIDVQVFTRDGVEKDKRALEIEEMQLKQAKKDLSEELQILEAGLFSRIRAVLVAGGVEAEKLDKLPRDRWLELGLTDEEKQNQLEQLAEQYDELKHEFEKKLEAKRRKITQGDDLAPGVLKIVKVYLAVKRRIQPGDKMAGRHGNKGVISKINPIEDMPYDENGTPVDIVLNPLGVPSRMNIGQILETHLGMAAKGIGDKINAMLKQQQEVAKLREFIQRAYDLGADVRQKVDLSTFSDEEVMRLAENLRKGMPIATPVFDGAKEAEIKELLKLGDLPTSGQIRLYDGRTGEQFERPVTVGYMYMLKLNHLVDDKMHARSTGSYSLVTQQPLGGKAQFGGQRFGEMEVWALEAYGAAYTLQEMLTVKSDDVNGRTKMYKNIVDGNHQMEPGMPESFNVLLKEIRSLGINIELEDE
CatB mix inh: cathepsin B inhibitors from pooled compounds, primary screen, biochemical, compound mixtures, AMC fluorescence. inhibition, %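 (ten-compound pools at 5 µM per compound and 50 µM total)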. Purified cathepsin B, AMC dipeptide fluorescence. actives 0.06% (n = 62,000). P07858. AID 488, 2006; in the data active = inhibition above about 22%, passing the limit was not always enough;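 note: 0% = enzyme without compound and 100% = no enzyme blank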
ROCK2 inh: inhibitors of human ROCK2 kinase, primary screen, biochemical, high-throughput, luminescence; purified ROCK2, Kinase-Glo ATP depletion luminescence; inhibition, % at 6 µM; Rho-associated protein kinase 2 (Homo sapiens), O75116; actives 0.35% (n = 60,000);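 active = inhibition above the screen-wide mean inhibition plus 3 SD, cut at about 18% in these data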;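 note: plate controls were DMSO wells for no effect and Y-27632 control wells after no-enzyme background subtraction for full effect; many of its hits are not listed in these tables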
RORA act: activators of orphan receptor RORA, primary screen, cell-based, luminescence; AID 560, 2006; activation, % at 10 µM; CHO-K1 Gal4-RORA LBD luciferase reporter; percent increase over mock-subtracted basal signal; Nuclear receptor ROR-alpha (Homo sapiens), P35398; actives 1.5% (n = 65,000);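 active = activation above the mean of all tested compounds plus 3 SD, cut at about 49% in these data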;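 note: 0% = DMSO-treated RORA cells and 100% = added signal equal to DMSO minus mock-transfected cells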
An asterisk follows results filed as active; · = no result given. An excerpt, so the mix of outcomes need not match the whole.

smiles	CatB inh	CatS inh	PKA inh	JNK3 inh	AP ELISA ortho	Ec RNAP inh	CatB mix inh	ROCK2 inh	RORA act
Cc1cc(C)n(-c2ccc(N3CCOCC3)nn2)n1	-3.7	5.8	0.5	-1.4	6.4	3.1	-0.6	-2.6	-5.4
CCOc1cc(C(=O)N(C)c2ccccc2)cc(OCC)c1OCC	3.4	5.0	6.1	1.1	-1.0	6.0	2.5	-0.1	-9.3
CCOc1cccc(N2C(=O)CC(N(CCc3ccc(OC)c(OC)c3)C(=O)CC)C2=O)c1 (stereo not given)	5.0	-5.3	8.3	2.6	19.5	8.5	4.8	4.8	-2.5
O=C(CN1CCN(Cc2ccccc2)CC1)c1c[nH]c2ccccc12	1.7	2.7	0.3	2.1	9.4	2.0	3.3	3.5	-23.2
CCOC(=O)N1CCC(NC(=O)c2ccc3c(c2)sc2nc(-c4ccc(OC)cc4)cn23)CC1	2.9	-7.9	4.2	9.2	12.1	6.0	4.5	5.1	22.6
COc1ccc(-c2nc(NC(=O)c3cc(C(C)(C)C)nn3C)sc2C)cc1	0.7	2.2	6.8	2.6	16.1	4.2	-1.0	2.8	6.0
Cc1occc1C(=O)NC1CCCCCC1	6.0	-8.0	4.6	-1.8	9.4	1.5	1.4	5.5	10.2
CC1=C(C(=O)Nc2cc(-c3cccc(F)c3)[nH]n2)C2(CCCCC2)OC1=O	-7.3	-14.8	-8.1	3.4	13.0	-2.1	1.5	0.4	-9.2
CC(C)Cn1c(SCC(=O)N2CCN(S(=O)(=O)c3ccccc3)CC2)nc2ccccc21	7.2	3.9	10.1	2.0	4.2	10.2	3.2	4.2	4.0
CCC(C)N1CC(C(=O)NC2CCCCC2)CC1=O (stereo not given)	3.5	4.7	-3.2	-1.4	7.4	6.4	1.8	2.0	3.9

The results go on.
smiles	CatB inh	CatS inh	PKA inh	JNK3 inh	AP ELISA ortho	Ec RNAP inh	CatB mix inh	ROCK2 inh	RORA act
CCOC(=O)c1c(N)sc(C(=O)N2CCCC2)c1C	5.5	-6.1	4.7	·	5.4	3.8	1.5	·	-4.8
CC1(C)CC(=O)C2=C(C1)Oc1ncn(CCCn3ccnc3)c(=N)c1C2c1ccccc1 (stereo not given)	3.6	-3.4	9.0	5.7	-4.0	8.1	-2.0	5.7	10.4
O=S(=O)(Nc1ccc2c(c1)nc1n2CCOC1)c1ccc(Cl)cc1	1.1	-7.8	7.9	1.0	13.6	2.9	8.2	5.5	-16.2
O=C(NCS(=O)(=O)c1ccccc1)c1ccccc1	-3.2	-5.1	3.0	-2.6	9.4	6.1	8.7	8.1	14.7
O=C(COC(=O)C1CC(=O)N(Cc2ccccc2)C1)Nc1ccc2c(c1)OCO2 (stereo not given)	5.7	-2.4	10.1	-5.2	18.6	-1.3	1.1	4.9	-10.5
COc1ccc(N(CC(=O)Nc2cc(C)ccc2OC)S(=O)(=O)c2c(C)noc2C)cc1	6.6	15.0	12.5	-4.4	-5.7	13.1	-1.1	3.5	24.2
COc1ccc(-n2c(SC)nc(O)cc2=O)cc1	·	-2.7	5.2	0.0	-8.2	·	-1.2	2.6	-8.4
NC(=O)c1cc(Br)cc2c3c([nH]c12)CCCC3	0.8	16.0	-2.4	54.9*	4.5	8.3	3.4	-1.4	22.6
O=c1cc(O)nc(SC23CC4CC(CC(C4)C2)C3)[nH]1	2.0	8.3	-0.6	2.9	8.2	·	3.3	-1.2	-25.4
CCOC(=O)C1CCN(Cc2ccc(O)c3ncccc23)CC1	-10.0	4.4	5.6	0.5	19.2	-0.3	4.8	7.2	-24.0

(more compounds)
smiles	CatB inh	CatS inh	PKA inh	JNK3 inh	AP ELISA ortho	Ec RNAP inh	CatB mix inh	ROCK2 inh	RORA act
Cc1cccc(-n2c(CCN3C(=O)c4ccccc4C3=O)nc3ccccc3c2=O)n1	-1.6	8.7	-3.0	-1.6	8.8	3.4	4.6	0.0	2.5
O=CN1CCN(C(=O)c2ccccc2F)CC1	2.8	-2.4	9.5	-2.0	-1.0	8.3	1.1	4.4	-14.5
O=C(NCc1cccnc1)c1ccc(COc2ccccc2Br)o1	0.5	4.3	4.7	0.8	8.4	8.4	3.4	5.6	2.3
O=C(c1cc2nc(-c3ccc(F)cc3)cc(C(F)(F)F)n2n1)N1CCOCC1	2.5	0.6	7.2	7.3	12.8	2.5	-0.4	5.6	5.8
CCOC(=O)C1CCCN(C(=O)c2ccc3c(c2)OCO3)C1 (stereo not given)	1.1	11.1	-2.8	-1.9	5.4	5.7	-0.4	3.3	2.4
Cn1c(CN2CCN(c3ccc(Cl)cc3)CC2)nc2ccccc21	-2.4	11.5	-2.0	-4.9	-3.9	5.6	3.7	0.9	-12.6
COc1ccc(OC)c(NC(=O)c2cc(-c3cc(Cl)ccc3O)n[nH]2)c1	-1.0	0.0	-4.7	9.7	6.6	·	0.4	0.3	4.5
Cc1cc(-c2nnc(SCc3ccccn3)o2)no1	0.5	-23.3	0.8	2.8	11.8	11.7	4.6	6.3	14.9
CC1(C)CNC(=O)CC(C)(C)N1O	4.5	17.9	-5.8	-4.0	-0.1	8.5	5.5	-5.9	-13.9
CC(=O)N1CCC(C(=O)Nc2ccccc2)(N(Cc2ccccc2)C(=O)c2cccnc2)CC1	4.0	11.7	6.1	·	-6.9	8.0	2.0	·	2.1

The list goes on.
smiles	CatB inh	CatS inh	PKA inh	JNK3 inh	AP ELISA ortho	Ec RNAP inh	CatB mix inh	ROCK2 inh	RORA act
O=C(Nc1ccc(Cl)cn1)c1cc2ccccc2o1	1.8	-0.6	-6.6	-7.9	5.1	6.3	5.2	-4.3	18.9
CC(=O)c1sc(NC(=O)C2(F)C(F)(F)C(F)(F)C(F)(F)C(F)(F)C2(F)F)nc1C	2.7	2.5	10.3	-3.4	2.5	8.9	-6.1	4.8	-89.5
COc1cccc(C(=O)Nc2c3c(nn2-c2cccc(C)c2C)CS(=O)C3)c1OC (stereo not given)	1.5	2.5	-2.2	-8.0	1.8	6.1	-2.1	-2.4	-14.6
CC(C)(C)c1ccc(Cn2nnc3c(=O)[nH]c(C4CCN(C(=O)Cc5cccs5)CC4)nc32)cc1	2.8	-1.5	5.9	6.8	11.2	9.7	4.6	2.0	-9.6
CC1=CCC2C(=O)N(c3ccc(Br)cc3C)C(=O)C2C1 (stereo not given)	0.3	-4.9	7.8	-2.9	19.1	-1.8	1.3	5.6	-5.1
Cc1cc(C)n(S(=O)(=O)c2ccc3ccccc3c2)n1	-4.0	-10.3	11.4	-1.4	20.4	1.7	1.1	3.4	-18.1
CCOC(=O)c1c(N)sc2c1C1CCN2CC1	4.2	4.4	4.7	-3.9	0.5	3.1	4.0	10.7	-5.6
CCOc1ccc(-c2nnn(CC(=O)NCc3cccs3)n2)cc1	0.5	-13.4	10.2	-2.6	13.8	8.0	0.8	1.3	18.8
Cc1cc2nc(C3CCN(Cc4nnnn4Cc4cccs4)CC3)[nH]c2cc1C	-5.5	1.6	8.1	4.5	7.3	-0.4	-2.3	1.5	-2.7
N#CCCN(C1CCCCC1)S(=O)(=O)CCOc1ccccc1	-1.4	4.1	4.5	4.8	-8.7	8.5	1.3	2.9	6.0

Six successive records already listed:
smiles	CatB inh	CatS inh	PKA inh	JNK3 inh	AP ELISA ortho	Ec RNAP inh	CatB mix inh	ROCK2 inh	RORA act
CC(=O)c1sc(NC(=O)C2(F)C(F)(F)C(F)(F)C(F)(F)C(F)(F)C2(F)F)nc1C	2.7	2.5	10.3	-3.4	2.5	8.9	-6.1	4.8	-89.5
COc1cccc(C(=O)Nc2c3c(nn2-c2cccc(C)c2C)CS(=O)C3)c1OC (stereo not given)	1.5	2.5	-2.2	-8.0	1.8	6.1	-2.1	-2.4	-14.6
CC(C)(C)c1ccc(Cn2nnc3c(=O)[nH]c(C4CCN(C(=O)Cc5cccs5)CC4)nc32)cc1	2.8	-1.5	5.9	6.8	11.2	9.7	4.6	2.0	-9.6
CC1=CCC2C(=O)N(c3ccc(Br)cc3C)C(=O)C2C1 (stereo not given)	0.3	-4.9	7.8	-2.9	19.1	-1.8	1.3	5.6	-5.1
Cc1cc(C)n(S(=O)(=O)c2ccc3ccccc3c2)n1	-4.0	-10.3	11.4	-1.4	20.4	1.7	1.1	3.4	-18.1
CCOC(=O)c1c(N)sc2c1C1CCN2CC1	4.2	4.4	4.7	-3.9	0.5	3.1	4.0	10.7	-5.6

(more compounds)
smiles	CatB inh	CatS inh	PKA inh	JNK3 inh	AP ELISA ortho	Ec RNAP inh	CatB mix inh	ROCK2 inh	RORA act
c1nc(NCCN2CCOCC2)c2c3c(sc2n1)CCCCC3	-3.2	-8.1	-4.3	1.9	9.2	4.8	1.6	0.6	-2.9
CCN(C1CCCCC1)S(=O)(=O)c1ccc(S(=O)(=O)N2CCN(CCC#N)CC2)cc1	1.6	4.8	-8.7	-52.3	5.4	7.5	1.7	-1.4	23.7
C=CCn1c(COc2ccccc2)nnc1SCC(=O)Nc1ccc2c(c1)OCCO2	2.7	-36.2	7.8	-3.5	8.8	·	-10.8	10.2	4.1
CC(C)Cc1nc(N2CCOCC2)c(C#N)c2c1CCC2	3.0	·	4.0	-11.5	·	4.6	·	8.7	10.9
Cc1ccc(NC(=O)C(C)N2CCOCC2)c(C(=O)c2ccccc2)c1 (stereo not given)	4.9	-3.9	-1.9	-2.5	8.2	5.3	1.1	2.7	-0.8
O=C(Nc1ccc(N2CCCCC2)c(Cl)c1)c1ncn[nH]1	3.8	6.5	7.5	6.3	7.1	8.6	1.9	6.2	-2.1
CCOC(=O)c1sc2ccc(S(=O)(=O)N3CCCCC3)cc2c1N	1.7	26.6	-7.1	·	6.5	6.9	-0.5	·	-0.2
Cc1ccccc1NC(=O)CCN1CCN(C/C=C/c2ccccc2)CC1	0.1	-11.9	6.7	·	13.6	3.4	-3.9	·	-10.6
COc1ccc(S(=O)(=O)Nc2ccc(C)cc2)cc1OC	1.7	6.9	8.3	-1.9	9.1	3.4	1.4	4.1	-34.1
Cc1ccc(CN2C(=O)CCC2C(=O)NCCN(CC(C)C)CC(C)C)cc1 (stereo not given)	6.8	17.4	4.7	6.3	-5.3	11.8	0.2	-0.8	-0.9

The list continues:
smiles	CatB inh	CatS inh	PKA inh	JNK3 inh	AP ELISA ortho	Ec RNAP inh	CatB mix inh	ROCK2 inh	RORA act
COc1ccc(OC)c(S(=O)(=O)N(C)CC(=O)Nc2ccc3c(c2)OCO3)c1	0.7	-1.0	12.5	0.1	10.8	-0.7	-4.5	11.5	10.5
Cc1cc(N2CCCC2)n2nc(C)nc2n1	0.4	0.1	-5.7	1.9	13.6	12.7	4.8	2.2	7.4
N#CCSCC(=O)Nc1ccccc1	1.0	18.4	-1.6	-2.7	-0.6	12.3	5.3	0.0	2.7
CCN(CCNC(=O)C1CCN(c2nnc(-n3cccc3)s2)CC1)c1ccccc1	-2.5	-0.3	-3.4	-9.1	12.5	1.2	7.7	-2.9	16.9
